# Source: PubChem BioAssay
# PABP1 MLLE inh: blocks PAM2 peptide binding to the PABP1 MLLE domain; P11940; inhibition, % at 20 µM; GST-MLLE / FITC-PAM2 fluorescence polarization; 0.36% of 360,000 active; in the data active = inhibition above about 35%, passing the limit was not always enough;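 also: plate controls were DMSO wells with GST-MLLE for no effect and wells lacking GST-MLLE protein for full effect; some results filed as inactive read as strong as hits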
# SUMO1-SIM PPI: SUMO1-SIM interaction modulation; SUMO1 binding to a labelled peptide, TR-FRET, 1 h; 0.33% of 360,000 active; P63165; inhibition, % at 20 µM; in the data active = inhibition above about 37%
# Target sequence (P63165 whole entry, looked up): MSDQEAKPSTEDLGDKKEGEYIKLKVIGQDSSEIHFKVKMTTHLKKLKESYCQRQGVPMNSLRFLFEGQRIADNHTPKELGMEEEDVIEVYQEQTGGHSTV
# CSN deneddyl inh: blocks human CSN-mediated cullin deneddylation; Q92905; Purified CSN, SCF-Nedd8-OG deneddylation, fluorescence polarization; inhibition, % at 12.5 µM; 0.38% of 360,000 active;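 active = pattern-corrected inhibition above about 35%, with an unprinted fluorescence ratio check between 0.5 and 1.5, limit read from the data, passing the limit was not always enough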;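 also: 0% = enzyme with substrate and 100% = substrate without enzyme; some results filed as inactive read as strong as hits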
#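 assay system = purified human Csn5 enzyme expressed in HEK293T cells | amount = 0.24 nM enzyme | buffer or medium = Tris/NaCl/DTT buffer, pH 7.5 | reagent = 10 nM SCFSkp2-Nedd8OG | compound = one concentration, 12.5 µM, 0.25% DMSO | times = 90 min reaction at room temperature | signal = FP | read-out basis = % inhibition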
# Rpn11 inh: inhibitors of human proteasome Rpn11; AID 588493; human 26S proteasome, Ub4-pepOG fluorescence polarization; 20S core pre-blocked with epoxomicin; calls only at 20 µM; 0.59% of 360,000 active;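 active = inhibition at 20 µM, scaled to each plate's controls, above about 33%, limit read from the data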
# NadD block: NadD (S. aureus) enzyme inhibition. purified NadD enzyme, colorimetric absorbance read-out. inhibition, % at 20 µM. 0.78% of 360,000 active. AID 602399; in the data active = inhibition above about 26%; also: some compounds past the cut are filed as inactive
# LMPTP inh: LMPTP (human) inhibition | AID 651560 | inhibition, % at 20 µM | 0.22% of 360,000 active | recombinant LMPTP-A, OMFP fluorogenic substrate, fluorescence intensity;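 active = compounds that cut the enzyme signal by at least half of the control window in the single-dose screen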;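 also: plate controls were DMSO wells with enzyme plus substrate for no effect and substrate without enzyme for full effect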
# Target sequence (P24666 whole entry, looked up): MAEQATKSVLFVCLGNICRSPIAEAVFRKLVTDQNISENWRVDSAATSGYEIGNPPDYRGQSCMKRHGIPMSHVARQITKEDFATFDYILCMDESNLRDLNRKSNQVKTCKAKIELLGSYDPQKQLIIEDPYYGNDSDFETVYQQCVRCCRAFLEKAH
#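 test system = LMPTP-A | amount = 0.625 nM LMPTP-A final | reagent = fluorogenic phosphatase substrate OMFP at 400 µM final | incubation = 50 min at room temperature | benchmarks = no-enzyme low control, uninhibited high control | medium = Bis-Tris pH 6.0, DTT, detergent | signal = fluorescence intensity of OMFP turnover product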
# DNMT1 inh: DNMT1 (human) enzyme inhibition. DNMT1 molecular beacon, Hinp1I cleavage, fluorescence. P26358. 0.83% of 360,000 active. inhibition (reported as % activation of signal), % at 10 µM; in the data active = inhibition above about 50%
# Scp-1 inhibitor: blocks human Scp-1 phosphatase activity; Q9GZU7; Recombinant Scp1, phosphopeptide, malachite green phosphate absorbance; inhibition, % at 20 µM; 0.88% of 340,000 active; AID 493091;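 active = inhibition above about 50% at 20 µM, limit read from the data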;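 also: plate controls were DMSO wells with enzyme for no effect and wells lacking enzyme for full effect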
# Target sequence (Q9GZU7 76-261 limits assumed): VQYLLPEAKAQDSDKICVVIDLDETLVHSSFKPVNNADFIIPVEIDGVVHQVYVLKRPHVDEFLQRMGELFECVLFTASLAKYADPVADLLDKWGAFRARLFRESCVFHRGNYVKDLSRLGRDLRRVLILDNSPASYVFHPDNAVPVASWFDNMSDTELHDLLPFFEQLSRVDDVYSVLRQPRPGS
#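 Material – SCP-1 phosphatase catalytic domain, residues 76-261 · Buffer or medium – Acidic Tris acetate buffer with magnesium and detergent · Also added – Phospho 17-mer peptide substrate · Compound – single 20 µM dose, 1% DMSO · Times – 45 min room-temperature reaction, 5 min colour, 30 min stabiliser · Technique – Phosphate-binding colour reagent, absorbance read at 630 nm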
# Tb MetRS inh: Trypanosoma brucei MetRS inhibition | purified T. brucei MetRS, ATP depletion, Kinase-Glo luminescence | 0.4% of 360,000 active | inhibition, % at 11.9 µM | AID 624268;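 active = inhibition above a per-plate cutoff of the control wells' mean inhibition plus 3 SD, cut at about 5.5% in these data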;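 also: 0% = DMSO wells median and 100% = median of wells with control inhibitor compound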
#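 Material – parasite MetRS enzyme · Medium – HEPES-MgCl2-KCl buffer plus DTT, spermine, BSA, pyrophosphatase · Reagent – ATP, methionine and E. coli bulk tRNA substrates · Times – 15 min enzyme-compound preincubation, 2 h reaction, 10 min detection, 25 °C · Measured by – luminescence of leftover ATP · Evaluation – percent inhibition relative to median high and low control wells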
# STEP inh: inhibitors of human striatal-enriched phosphatase STEP; P54829; inhibition, % at 20 µM; 0.25% of 360,000 active; recombinant STEP, OMFP fluorogenic substrate, fluorescence;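 active = inhibition at 20 µM, scaled per plate between control wells, above about 37%, limit read from the data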;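 also: 0% = DMSO with enzyme and substrate and 100% = substrate only without enzyme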
# Target sequence (P54829 whole entry, looked up): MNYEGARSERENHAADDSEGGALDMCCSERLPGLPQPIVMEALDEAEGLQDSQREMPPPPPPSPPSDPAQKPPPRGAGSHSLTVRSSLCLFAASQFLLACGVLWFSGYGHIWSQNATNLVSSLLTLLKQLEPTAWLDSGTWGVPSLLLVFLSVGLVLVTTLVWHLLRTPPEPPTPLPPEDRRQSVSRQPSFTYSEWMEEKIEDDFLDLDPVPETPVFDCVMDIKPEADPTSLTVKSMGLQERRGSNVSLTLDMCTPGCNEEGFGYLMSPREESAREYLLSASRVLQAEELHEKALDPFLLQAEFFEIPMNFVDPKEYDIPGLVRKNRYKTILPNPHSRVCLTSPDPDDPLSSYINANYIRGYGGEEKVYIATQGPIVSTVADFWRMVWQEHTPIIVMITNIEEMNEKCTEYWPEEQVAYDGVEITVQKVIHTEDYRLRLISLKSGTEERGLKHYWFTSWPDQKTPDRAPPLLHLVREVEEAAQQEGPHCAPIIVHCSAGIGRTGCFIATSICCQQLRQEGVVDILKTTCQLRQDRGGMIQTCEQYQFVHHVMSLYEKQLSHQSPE
#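 Also added – OMFP at 25 µM · Test system – STEP tyrosine phosphatase · Technique – FITC-channel fluorescence of OMFP product · Schedule – 20 min at room temperature, dark · Evaluation – control-normalized % inhibition with plate pattern correction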
# An asterisk follows results filed as active; i = inactive; nt = no result given. The order is random, and some 3.6% of all compounds hit somewhere here.
# Every second line gives: PABP1 MLLE inh	SUMO1-SIM PPI	CSN deneddyl inh	Rpn11 inh	NadD block	LMPTP inh	DNMT1 inh	Scp-1 inhibitor	Tb MetRS inh	STEP inh
(1) CC(C)NC(=O)c1c(CSc2ccccc2)noc1C(=O)NCc1ccccc1
    1	2	0	i	-6	2.0	-3	-7	-0.3	0
(2) CC(C)(C)C1CCC(OC(=O)c2cncc(Br)c2)CC1 (centres undefined)
    15	0	-3	i	7	-0.7	2	-5	-0.8	1
(3) Cc1nc(NC(=O)COC(=O)CCC(=O)c2cccs2)c(Cl)cc1Cl
    4	-2	2	i	4	-1.3	1	4	-1.7	-1
(4) CCOc1ccccc1NC(=O)COC(=O)c1cnc(C)cn1
    -10	-1	-9	i	-5	-3.5	2	-9	-0.1	-2
(5) CN(C)C(=O)CNc1ccn2nc(-c3cccc(Cl)c3)cc2n1
    -14	6	-2	i	0	-1.0	-2	nt	0.1	-2
(6) c1ccc(CN(Cc2ccccc2)c2c3c(nc4ncnn24)CCC3)cc1
    -11	7	4	i	7	1.2	0	5	-0.3	2
(7) O=C(CCN1CCN(Cc2ccccc2)CC1)Nc1cccc(Cl)c1
    -3	0	1	i	1	-0.1	-5	-2	0.2	13
(8) Cc1cc(C)nc(SCc2ccc(C(=O)N/N=C/c3cccnc3)cc2)n1
    1	-8	-6	i	-1	0.5	4	nt	-0.1	0
(9) O=C(O)CCCc1ccc2ccc3cccc4ccc1c2c34
    2	-8	2	i	-6	-0.2	0	-13	-1.0	-1
(10) CCN(CC)CCCN(Cc1cc2cc3c(cc2[nH]c1=O)OCO3)C(=S)NCCCN(C)C
    -11	-10	1	i	-6	-2.9	-10	-7	1.1	2
(11) COCC(=O)OCC(=O)Nc1ccc(Cl)cc1[N+](=O)[O-]
    12	-27	6	i	-5	-2.3	-3	-4	-0.8	-1
(12) C=CCN(C(=O)c1csnn1)C(C(=O)NCc1ccc(F)cc1)c1cccs1 (centres undefined)
    10	-1	-2	i	4	0.3	3	-5	-0.6	1
(13) O=C(OC(c1ccccc1)c1nccc2ccccc12)c1ccccc1 (centres undefined)
    2	-1	0	i	-2	3.7	-5	8	-0.3	-3
(14) CN1C(=O)C2(Nc3ccccc3-c3nc4ccccc4n32)c2ccccc21 (centres undefined)
    13	0	3	i	-4	1.5	0	-5	-0.2	2
(15) O=C(NCc1ccco1)C(Cc1ccccc1)N1C(=O)C2C3C=CC(C3)C2C1=O (centres undefined)
    -7	2	-2	i	7	-2.5	10	-6	-0.7	2
(16) CCOc1ccc(S(=O)(=O)NCc2ccco2)c2ccccc12
    26	0	3	i	-2	-0.2	-13	1	-0.8	0
(17) O=C(c1ccc2oc(CCCc3ccccc3)nc2c1)N1CCCC1
    10	5	-1	i	-1	-0.2	0	-5	-0.3	1
(18) CCc1ccc(NC(=O)[C@H](Cc2ccccc2)NC(=O)C2CCN(C(=O)[C@@H](N)CC(C)C)CC2)cc1
    -8	-6	-5	i	-3	-2.1	-8	4	-2.7	-2
(19) CC(Sc1ccccc1)C(=O)NN=C1CCCCCCC1 (centres undefined)
    6	1	-2	i	-8	-1.6	2	-3	-0.7	2
(20) CCOC(=O)C1(Cc2cccc(Cl)c2)CCCN(C(=O)c2cnn(CC)c2)C1 (centres undefined)
    3	0	-2	i	-3	-1.0	1	-1	-0.5	0
(21) CCN(Cc1ccncc1)C(=O)CCc1nnc(CCC2CCCCC2)o1
    1	-1	-2	i	-1	-1.1	-1	-1	0.2	0
(22) O=C(O)c1c2c(nc3ccc(S(=O)(=O)N4CCC(C(=O)N5CCCCC5)CC4)cc13)CCCC2
    3	1	0	i	0	-1.8	-12	-7	-0.2	-2
(23) CN(c1cccc(Cl)c1)S(=O)(=O)c1cccc(C(=O)Nc2nc3ccccc3[nH]2)c1
    -3	3	4	i	16	2.4	-4	3	33*	0
(24) COCCNC(=O)NC(=O)CN1C(=O)NC(Cc2c[nH]c3ccccc23)C1=O (centres undefined)
    4	0	-3	i	-1	0.7	1	0	-0.5	-1
(25) CNC(=O)CN(c1cccc(Br)c1)S(C)(=O)=O
    2	0	1	i	2	-0.2	1	-11	0.4	2
(26) O=C(CCc1ccccc1)Nc1c(F)c(F)c(F)c(F)c1F
    9	1	7	i	0	7.6	7	-2	0.4	10
(27) O=C(CSCC(=O)Nc1nccs1)Nc1ccccc1
    10	2	0	i	1	-1.2	0	-15	-0.1	-3
(28) CN(C)/C=C/C(=O)c1ccc(C(F)(F)F)cc1F
    9	-5	1	i	-8	-1.4	1	-1	-0.6	1
(29) CC(C)NCC(O)(c1ccc(Cl)cc1)c1ccc(Cl)cc1
    9	0	0	i	-7	2.2	2	-5	-0.2	10
(30) C=CCOc1ccc(C2/C(=C(\O)c3ccc(F)cc3)C(=O)C(=O)N2CCCN(C)C)cc1 (centres undefined)
    7	-5	4	i	0	-1.9	-7	6	-2.4	0
(31) CC(NC(=O)Nc1nccs1)(C(F)(F)F)C(F)(F)F
    2	-1	-1	i	2	-1.7	1	7	-0.2	0
(32) CCNC(=O)[C@H]1O[C@@H](n2cnc3c(N)nc(NCCc4ccc(CCC(=O)O)cc4)nc32)[C@H](O)[C@@H]1O
    -5	4	-2	i	-2	2.2	3	-1	-1.5	0
(33) Cc1ccc(C)c(Cn2nc3c4ccccc4n(Cc4ccccc4)cc-3c2=O)c1
    -21	0	0	i	13	-0.7	4	-9	-0.7	3
(34) CCN(CC)S(=O)(=O)c1ccc(Cl)c(NC(=O)COC(=O)c2nc3nc(C)cc(C)n3n2)c1
    0	0	-5	i	4	-0.2	0	-1	-0.2	0
(35) N/C(=N\OC(=O)CCC1CCCCC1)c1cccnc1
    2	0	1	i	-6	-1.5	-5	-8	-0.2	4
(36) COCCn1c(SCC(=O)NC2CC2)nc2ccccc21
    4	0	-7	i	2	-1.2	-1	-2	-0.2	-2
(37) Cc1cc(C)n(CCCNC(=O)CN(C)S(=O)(=O)c2ccc(Cl)cc2)n1
    17	1	0	i	-7	-1.8	-2	4	-0.3	0
(38) COCCN(Cc1ccccc1)C(=S)Nc1ccc(Cl)cc1
    -86	-2	8	i	-13	0.5	-2	-14	-0.5	-1
(39) COc1ccc(-c2nn(-c3ccccc3)cc2CNC[C@H]2O[C@@H](n3cnc(C(N)=O)n3)[C@H](O)[C@@H]2O)cc1
    -1	-3	1	i	-3	-0.9	5	12	-2.9	-4
(40) O=C(Nc1ccc(S(=O)(=O)N2CCCCC2)cc1)c1ccc(CN2CCOCC2)cc1
    0	3	3	i	-3	-1.0	-1	2	-0.4	-2
(41) O=C(NCc1cccc(Cl)c1)c1cnn2c1NC(c1ccco1)CC2C(F)(F)F (centres undefined)
    0	-6	5	i	-2	1.5	-5	-9	10*	-1
(42) O=C(CSCCc1ccccn1)Nc1ccccn1
    25	1	1	i	-1	-0.6	-1	-9	-0.2	-1
(43) CCn1c2ccccc2c2cc(NC(=O)COC(=O)c3ccc(NC(=O)CC#N)cc3)ccc21
    -13	15	43*	i	64*	17	17	41	-0.4	3
(44) CC1=C(C)CC2C(=O)N(c3cccc4ccccc34)C(=O)C2C1 (centres undefined)
    28	0	-9	i	0	1.4	-4	-8	-0.3	-3
(45) Cc1cc(C)c2c(C)nn(C3CCCCC3)c2n1
    21	0	5	i	-3	-0.5	0	-6	-1.0	0
(46) CN1CCN(C(c2ccc(F)cc2)c2ccc3cccnc3c2O)CC1 (centres undefined)
    7	1	1	i	0	-1.6	-2	-16	0.2	-3
(47) COc1cc(OC)c(NS(=O)(=O)c2c(C(=O)N3CCCCC3)c(C)n(C)c2C)cc1Cl
    0	-4	-2	i	-2	-0.1	2	-2	0.5	-4
(48) COCCCn1c(SCC(=O)N2CCCC2=O)nc2ccccc2c1=O
    -43	3	-1	i	-2	-1.0	-1	nt	-0.2	3

# Sorted by molecular weight (descending): some entries from above.
# Every second line gives: PABP1 MLLE inh	SUMO1-SIM PPI	CSN deneddyl inh	Rpn11 inh	NadD block	LMPTP inh	DNMT1 inh	Scp-1 inhibitor	Tb MetRS inh	STEP inh
(32) CCNC(=O)[C@H]1O[C@@H](n2cnc3c(N)nc(NCCc4ccc(CCC(=O)O)cc4)nc32)[C@H](O)[C@@H]1O
    -5	4	-2	i	-2	2.2	3	-1	-1.5	0
(43) CCn1c2ccccc2c2cc(NC(=O)COC(=O)c3ccc(NC(=O)CC#N)cc3)ccc21
    -13	15	43*	i	64*	17	17	41	-0.4	3
(41) O=C(NCc1cccc(Cl)c1)c1cnn2c1NC(c1ccco1)CC2C(F)(F)F (centres undefined)
    0	-6	5	i	-2	1.5	-5	-9	10*	-1
(37) Cc1cc(C)n(CCCNC(=O)CN(C)S(=O)(=O)c2ccc(Cl)cc2)n1
    17	1	0	i	-7	-1.8	-2	4	-0.3	0
(48) COCCCn1c(SCC(=O)N2CCCC2=O)nc2ccccc2c1=O
    -43	3	-1	i	-2	-1.0	-1	nt	-0.2	3
(46) CN1CCN(C(c2ccc(F)cc2)c2ccc3cccnc3c2O)CC1 (centres undefined)
    7	1	1	i	0	-1.6	-2	-16	0.2	-3
(38) COCCN(Cc1ccccc1)C(=S)Nc1ccc(Cl)cc1
    -86	-2	8	i	-13	0.5	-2	-14	-0.5	-1
(31) CC(NC(=O)Nc1nccs1)(C(F)(F)F)C(F)(F)F
    2	-1	-1	i	2	-1.7	1	7	-0.2	0
(36) COCCn1c(SCC(=O)NC2CC2)nc2ccccc21
    4	0	-7	i	2	-1.2	-1	-2	-0.2	-2
(35) N/C(=N\OC(=O)CCC1CCCCC1)c1cccnc1
    2	0	1	i	-6	-1.5	-5	-8	-0.2	4
(42) O=C(CSCCc1ccccn1)Nc1ccccn1
    25	1	1	i	-1	-0.6	-1	-9	-0.2	-1
